Source: PubChem
MRP-1 activ = activates MRP-1; 140,000 tested, 0.61% active; AID 799; H69AR cells + doxorubicin, viability rescue, CellTiter-Glo; viability increase, % at 10 µM;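 active = viability gain under doxorubicin at or above a set limit, the compound median plus 3 SD, cut at about 4.7% in these data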;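 note: MRP-1 overexpressing cells given doxorubicin 25 µM after compound pretreatment; 18-22 h compound pretreatment then 72 h with doxorubicin before readout; 0% = doxorubicin-only wells and 100% = vehicle-treated cells without doxorubicin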
BB579 growth dn = reduces growth of yeast BB579 in restrictive medium. S. cerevisiae BB579 growth, OD615, 48 h. inhibition, % at 10 µM. 140,000 tested, 0.51% active;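 active = inhibition above a set limit, 3 SD over the mean compound inhibition, cut at about 44% in these data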; note: inactives centre near -24
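Test system: S. cerevisiae DeaD strain BB579 yeast; Medium: restrictive CSMM-D medium; Compound: one dose, 10 µM compound with 0.25% DMSO; Incubation: 4 h cell preincubation, 48 h compound exposure, 30 °C humidified; Signal: OD at 615 nm; Benchmarks: amphotericin B at 10 µg/mL as positive control.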
Phagocyt inh = inhibitors of macrophage phagocytosis; J774A.1 macrophage IgG-bead phagocytosis, imaging; inhibition, % at 5 µM; 110,000 tested, 0.07% active;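 active = inhibition above the mean of the plate negative controls plus 5 SD, cut at about 13% in these data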;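 note: phagocytic index as fraction of beads internalized from green versus red external bead signal; plate controls were DMSO negative control for no effect and cytochalasin-D positive control for full effect; some results beyond the cut were filed as inactive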
E-sel TNF inh = blocks E-selectin expression induced by TNF alpha | HUVEC TNFa-induced E-selectin immunofluorescence, high content | inhibition, % at 2 µM | 120,000 tested, 0.71% active;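 active = inhibition above the batch mean plus 3 SD, and confirmed as a hit on visual image review, cut at about 43% in these data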;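 note: 0% = TNF-stimulated DMSO wells and 100% = unstimulated control wells; not every result past the cut was called active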
HCT116 PTEN-null = suppresses growth of cells with PTEN deletion | HCT116 PTEN-null viability, CellTiter-Glo, 60 h; hits give low values | 140,000 tested, 1.2% active | viability, % at 10 µM;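 active = viability at or below a set limit, 4 SD under the median of all tested compounds, cut at about 3.7% in these data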;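 note: PTEN knockout HCT116 line with beta catenin targeted HCT116 as companion control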
GALR2 blocker = blocks the human galanin receptor 2 | O43603 | GALR2-expressing cells, antagonist mode | inhibition, % at 4 µM | 140,000 tested, 0.39% active; in the data active = inhibition above about 27%;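 note: cells stimulated with galanin 1-16 at roughly its EC80; 0% = agonist challenge control and 100% = basal control without agonist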
Target sequence (O43603 whole entry, looked up): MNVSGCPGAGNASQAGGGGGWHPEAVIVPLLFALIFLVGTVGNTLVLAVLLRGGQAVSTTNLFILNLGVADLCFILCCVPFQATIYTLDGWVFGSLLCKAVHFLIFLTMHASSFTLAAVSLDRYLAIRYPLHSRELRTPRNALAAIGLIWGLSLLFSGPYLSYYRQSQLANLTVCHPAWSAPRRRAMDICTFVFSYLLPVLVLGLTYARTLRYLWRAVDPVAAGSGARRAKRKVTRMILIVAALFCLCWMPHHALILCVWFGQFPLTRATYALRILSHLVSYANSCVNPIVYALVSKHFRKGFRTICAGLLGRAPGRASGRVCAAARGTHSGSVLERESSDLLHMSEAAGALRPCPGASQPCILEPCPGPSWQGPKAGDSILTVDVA
Measles CPE = protection of cells from measles virus. 140,000 tested, 1.5% active. Measles virus-infected cells, CPE protection, absorbance. protection (pct of control), % at 4 µM. AID 841; in the data active = protection mostly above about 24%, no sharp cut-off; inactive = mostly below about 26%; note: some compounds called inactive have numbers as strong as hits
Yeast life ext = yeast lifespan extension; S. cerevisiae growth with nicotinamide, OD615; deaD strain in restrictive glucose medium; inhibition of the nicotinamide effect, % at 10 µM; 130,000 tested, 0.68% active;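 active = inhibition above a set limit, placed 3 SD over the median of all compounds, cut at about 26% in these data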;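 note: 0% = nicotinamide-treated wells and 100% = cells grown without nicotinamide; some compounds called inactive have numbers as strong as hits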
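assay system = DeaD-strain S. cerevisiae | buffer or medium = restrictive glucose medium | reagent = 1.5 mM nicotinamide | compound = 10 µM single point, 0.25% DMSO | incubation = 48 h compound exposure at 30 °C, humidified | signal = OD615 measurement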
HCT116 bCat-KO = beta-catenin-lacking colon tumor cell growth suppression | AID 818 | 140,000 tested, 1.5% active | viability, % at 10 µM | HCT116 beta-catenin knockout viability, CellTiter-Glo, 60 h; hits give low values;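 active = viability at or under a set limit, the compound median less 4 SD, cut at about 6% in these data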;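 note: 0% = Hyamine 1622 control at 20 µM and 100% = untreated cell control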
NPY-Y2 antag = blocks the human neuropeptide Y Y2 receptor. P49146. NPY-Y2 expressing cells, antagonist mode. inhibition, % at 2.7 µM. 140,000 tested, 0.99% active. AID 793; in the data active = inhibition above about 17%;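 note: 0% = vehicle with agonist challenge and 100% = reference antagonist with challenge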
Target sequence (P49146 whole entry, looked up): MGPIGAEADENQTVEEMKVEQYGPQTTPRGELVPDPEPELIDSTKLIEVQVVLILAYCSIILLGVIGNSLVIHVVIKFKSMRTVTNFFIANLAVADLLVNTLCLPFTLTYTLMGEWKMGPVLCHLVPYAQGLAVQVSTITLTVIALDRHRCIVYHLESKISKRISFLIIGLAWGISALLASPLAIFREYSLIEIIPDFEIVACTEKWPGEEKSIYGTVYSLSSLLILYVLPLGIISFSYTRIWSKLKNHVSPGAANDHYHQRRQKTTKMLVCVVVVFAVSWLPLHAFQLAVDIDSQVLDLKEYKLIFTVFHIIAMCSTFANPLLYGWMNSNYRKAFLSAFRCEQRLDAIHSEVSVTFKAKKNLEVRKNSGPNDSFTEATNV
* = called active by the depositor; / = no result given. Compounds were not picked by outcome; overall some 6.1% were active at least once.

smiles,MRP-1 activ,BB579 growth dn,Phagocyt inh,E-sel TNF inh,HCT116 PTEN-null,GALR2 blocker,Measles CPE,Yeast life ext,HCT116 bCat-KO,NPY-Y2 antag
COc1ccc(C(=O)Nc2ccccc2C(=O)N/N=C/c2ccco2)cc1,-0.8,-36.6,-0.9,/,94.4,2.2,7.9,1.6,89.5,3.9
COc1cccc(CNC(=O)Cc2nc3nc(C)cc(C)n3n2)c1,-1.1,-34.0,-5.4,/,87.9,-9.5,3.8,-0.2,92.8,0.4
CCCCNC(=O)c1ccc2nc(-c3ccco3)c(-c3ccco3)nc2c1,-3.5,-23.0,-0.5,-10.7,84.2,5.4,10.4,-12.4,85.2,0.6
c1cncc(CNC2CCCc3ccccc32)c1 (stereo unspecified),-1.0,-14.6,0.0,13.9,102.4,12.2,12.6,0.6,95.8,-0.3
O=C(Nc1nc(-c2ccc(-c3ccccc3)cc2)cs1)C1CCCO1 (stereo unspecified),0.2,-40.4,1.1,20.4,77.5,-1.2,4.9,-6.3,81.8,12.2
COc1ccc(C2NC(=S)NC3=C2CCc2ccccc23)cc1OC (stereo unspecified),-3.2,-26.3,/,8.6,84.9,-4.2,2.1,-1.3,81.8,2.4
CCOc1ccc(CNC(=O)C2CCC(=O)N2C2CCCC2)cc1OC (stereo unspecified),-3.2,-23.8,/,24.3,96.7,-6.2,3.8,-17.6,91.1,4.0
Cc1ccc(NC(=O)N(Cc2ccc3c(c2)OCO3)Cc2cc3cc4c(cc3[nH]c2=O)OCCO4)cc1,-3.8,-39.8,-0.8,-28.1,73.9,-4.2,31.1,-2.1,72.1,-0.8
Cc1nn(C)c(C)c1S(=O)(=O)N1CCCC(C(=O)N2CCN(c3ccccc3)CC2)C1 (stereo unspecified),-1.3,-31.0,-0.4,33.2,98.6,-2.5,14.2,-8.8,95.1,0.1
Cn1c(=O)nc2n(Cc3ccccc3)c3ccccc3cc-2c1=O,-2.8,-24.6,/,/,96.5,19.7,11.0,5.6,98.3,1.7
O=S(=O)(c1cc(-c2nnc(-c3ccc(Br)cc3)o2)ccc1Br)N1CCCCCC1,-3.5,-32.8,/,10.8,54.6,-12.2,4.6,/,42.3,5.2
COc1ccc(-c2cc(C(=O)NCCCn3ccnc3)no2)cc1OC,-0.8,-21.8,-1.2,22.8,108.3,-3.6,1.8,4.7,104.5,2.4
CCOc1ccc2oc(-c3ccccc3)c(C(=O)O)c2c1,0.7,-7.7,-1.2,1.7,103.5,1.7,16.9,-21.7,117.0,0.0
CCc1cccc(C)c1NC(=O)COC(=O)CNS(=O)(=O)/C=C/c1ccccc1,-2.5,-33.5,-2.7,15.8,97.9,-0.9,23.3,0.2,98.6,0.2
CCc1nc2ccccc2c(=O)n1NC(=O)c1c(O)c2cccc3c2n(c1=O)CCC3,-1.3,83.4*,-1.6,12.8,75.0,-2.2,22.1,-5.8,70.9,0.1
COc1ccccc1S(=O)(=O)Cc1ccc(C(=O)N2CCOCC2)o1,-3.0,-32.0,/,/,104.0,11.2,5.5,2.9,98.2,3.0
CC1CC(C)CN(S(=O)(=O)c2cccc3cccnc23)C1 (stereo unspecified),-3.2,-9.9,-0.4,/,100.3,/,5.1,4.8,99.3,/
COc1ccc(/C=C2/C(=O)ON=C2c2ccccc2)cc1OC,-0.9,61.2*,/,-30.9,94.3,-12.7,13.7,27.4*,93.3,0.5
O=C(NCC1CCCO1)C(c1cccs1)N(Cc1cccs1)C(=O)c1ccc(-c2ccccc2)[nH]1 (stereo unspecified),-0.8,-17.5,-1.8,13.6,69.2,4.1,4.8,0.2,81.7,-0.7
CC(O)c1nc2ccccc2n1Cc1nnc(-c2ccc(Cl)cc2)o1 (stereo unspecified),1.6,-28.4,-1.2,/,98.8,7.9,2.8,-5.6,103.6,4.1
CCOc1ccc2[nH]c(C)c(CN3CCOCC3)c(=O)c2c1,-0.8,3.8,-0.8,/,84.8,-6.4,22.5,-13.3,105.7,-1.6
CCCCC(CC)CNC(=O)CCS(=O)(=O)c1cccc2nonc12 (stereo unspecified),-0.6,-8.2,-2.5,-52.4,90.7,1.7,8.9,-4.3,92.6,0.4
O=C(NC1CC1)C1CCN(c2ccc(S(=O)(=O)N3CCOCC3)cc2)CC1,-4.3,-33.8,-1.3,-2.8,93.5,-2.0,4.2,-6.2,97.4,2.6
O=C(OCc1ccc([N+](=O)[O-])cc1)c1ccc(N2CCCC2)c([N+](=O)[O-])c1,-3.2,-37.7,-6.6,16.0,85.5,4.2,12.9,-0.9,75.1,0.9
CC(C)n1nc(C(=O)Oc2cccc(Cl)c2Cl)c2ccccc2c1=O,-0.5,-32.3,-4.7,43.5,99.0,-3.1,9.4,34.7*,94.9,1.3
COC(=O)C(C)Oc1ccc(-c2nccc(-c3cccs3)n2)cc1 (stereo unspecified),-0.5,-21.3,0.1,19.4,100.2,6.8,15.3,-17.3,115.0,5.2
CCCS(=O)(=O)Nc1c(OC)ccc2c1c(C(=O)OCC)c(C)n2C,-2.8,-3.4,-6.3,49.4,83.0,-2.0,13.5,1.2,100.0,2.3
CSc1ccn(CCC(=O)O)c(=O)n1,0.1,7.0,-0.4,-13.1,103.7,3.6,19.8,-5.2,99.1,0.8
CN(c1ccc(C(=O)Nc2nccs2)cc1)S(=O)(=O)c1ccccc1,-1.4,-27.3,-0.7,-14.6,78.6,-8.5,4.4,-31.0,80.8,6.2
CCC(CC)COC(=O)C(C#N)c1nc2ccccc2nc1N1CCN(CC)CC1 (stereo unspecified),-2.4,-69.1,-1.4,-8.6,42.6,-7.2,1.9,-10.8,41.0,8.1
Cc1nn(-c2ccccc2)c2sc(C(=O)O)cc12,-2.0,50.0*,8.0,97.0*,93.0,-7.7,29.4,-26.1,83.4,12.7
COc1ccc(C(=O)NNC(=O)CN2CCC(n3nnc4cc(C(F)(F)F)ccc43)CC2)cc1,-0.4,-44.0,-0.1,/,92.4,3.1,2.7,-14.5,92.3,3.0
O=C(NC1CCCCC1)c1ccccc1NC(=O)C1CC(=O)N(c2ccccc2)C1 (stereo unspecified),-1.9,-25.5,/,8.0,93.7,6.6,4.7,/,92.7,0.1
Cc1ccc(N(CN2C(=O)NC(C)(C)C2=O)CN2C(=O)NC(C)(C)C2=O)cc1,-2.7,-23.5,-1.2,37.4,90.0,8.7,9.7,7.2,89.5,-0.9
N#CCCS(=O)(=O)c1ccc(N)cc1,0.1,-17.8,-10.1,/,103.2,-5.1,18.1,0.8,92.6,3.5
CC(O)/C=C/c1ccc2ccccc2n1 (stereo unspecified),-3.1,-48.5,-1.0,8.0,15.2,18.0,6.1,-0.9,12.9,1.5
Clc1ccc(OCCOCCN2CCCCC2)c(Br)c1,-4.5,8.4,1.8,23.3,52.9,4.8,18.5,-6.4,58.3,8.8
CN1CCN(C(=O)CN(Cc2ccc(Cl)cc2)S(C)(=O)=O)CC1,-0.3,-31.8,-1.2,7.6,99.7,-4.8,2.7,-10.3,97.7,0.1
O=C1CN=C(Nc2ccccc2)N1Cc1cccs1,-1.6,-26.8,/,11.5,97.5,4.7,20.7,-16.8,92.8,2.8
O=S(=O)(NC1CCCCCCC1)c1cccs1,0.2,-83.9,1.0,-7.4,101.2,-4.9,5.6,0.8,111.5,3.1
CC(=O)c1ccccc1NC(=O)COC(=O)CCCN1C(=O)c2cccc3cccc(c23)C1=O,0.8,-28.5,-10.9,9.2,101.7,1.2,7.6,0.6,105.9,1.3
COc1cc(CNc2nc3ccccc3n2C)cc(OC)c1OC,-1.8,-26.0,-3.2,/,99.6,10.6,3.1,9.1,90.4,0.3
CC1(C)Cc2c(sc3c2c(=N)n(Cc2ccco2)c(=O)n3Cc2ccccc2)CO1,-0.7,-35.3,-1.3,-24.5,70.0,3.3,5.4,-11.9,83.1,2.7
Cc1cccc(NS(=O)(=O)c2ccc(Oc3ccccc3)cc2)n1,-3.8,-16.0,0.5,-17.5,91.1,-1.5,13.5,-8.0,76.4,5.2
O=C(CSc1nc2ccccc2n1S(=O)(=O)c1ccccc1)N1CCCCC1,1.0,-44.1,/,6.0,89.4,-0.5,18.5,-5.7,106.0,3.4
O=C(NNc1nc2ccc(Cl)cc2s1)c1cc(-c2cccs2)nc2ccccc12,-4.2,-21.4,/,-4.5,3.7*,-5.0,7.9,-3.7,4.2*,2.4
C/C(=N\NC(=O)c1ccccc1O)c1c(O)cc(C)oc1=O,-5.0,-21.8,/,/,82.8,-1.9,11.6,61.8,65.7,-0.5
O=C(NC(=S)N1CCCc2ccccc21)c1ccc([N+](=O)[O-])cc1,-1.8,4.7,-1.4,-70.5,97.9,0.2,10.5,-4.8,97.0,-1.8
Cc1cc(C)cc(COn2ccnc2)c1,-1.1,-33.1,0.1,-5.6,84.3,-7.3,9.1,-9.0,82.3,2.3
COC(=O)C1=C(N)OC2=C(C(=O)CC(C)(C)C2)C1c1cccs1 (stereo unspecified),-3.0,-49.4,/,-12.7,90.8,3.6,4.6,35.2*,93.2,6.9
O=C(NC(Cc1c[nH]c2ccccc12)c1nnc2n1CCCCC2)c1ccccc1 (stereo unspecified),-2.2,-14.9,/,-4.9,86.3,-3.5,12.5,18.7,79.9,-1.6
Cc1ccc(-c2nc3ccccc3[nH]2)s1,-4.2,-59.2,0.8,4.7,56.8,7.3,8.5,-21.2,55.5,2.3
Cc1[nH]c(C)c(C(=O)O)c1CNC1CCCCC1C (stereo unspecified),-1.3,-20.4,-1.8,/,99.1,11.6,18.5,-12.3,89.4,1.1
O=C(NCc1ccc(C(F)(F)F)cc1)C12CN(Cc3ccccc3)CC1C(c1cccc([N+](=O)[O-])c1)=NO2 (stereo unspecified),0.6,-32.6,-0.5,/,95.0,2.2,17.2,-18.7,96.0,-2.0
CCC1Oc2ccccc2N(Cc2ccccc2C)C1=O (stereo unspecified),-1.3,-20.3,-2.1,24.0,66.2,-7.9,7.2,-3.9,67.2,1.9
COc1cc2cc3c(N)c(C(=O)Nc4sc(C)c(C)c4C#N)sc3nc2cc1OC,-2.5,-23.0,/,20.5,90.5,4.6,23.8,-10.7,92.0,-0.5
O=C(CN(C(=O)CSc1nc2ccccc2o1)c1cccc(F)c1)NC1CCCCC1,-1.6,-12.0,/,18.7,95.8,-4.2,0.8,-7.5,93.4,1.8
